GLP-1R inv ag: inverse agonists of human GLP-1 receptor; P43220; HEK293 GLP-1R CRE-luciferase, luminescence, 24 h; GLP-1R form is constitutively active; Potency, µM (series often up to 38.3 µM), for inactives: top-dose activity change, negative = inhibition, hits mostly inhibitors; 410,000 compounds, 1.6% hits; further: potency means the concentration at half of the fitted maximal effect; on the % scale 0 is the no-effect control and ±100 the full control effect; nearly all actives have a fitted effect of over 55% in size
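Cells are plated, allowed 12 hours at 37 deg C, then treated with compounds for 24 hr before luciferase detection reagent is added and luminescence is read after 12 min at room temperature. The HEK293 line carries constitutively active GLP-1R with a cAMP-responsive reporter.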
TDP-43 yeast inh: rescues yeast growth from TDP-43 toxicity. 410,000 compounds, 1.8% hits. Potency, µM (top dose mostly 46.1 µM), inactives show top-dose growth rescue (activation), most hits filed as activators. AID 652104. TDP-43 expressing yeast growth rescue, BacTiter-Glo, 24 h; further: potency means the concentration at half of the fitted maximal effect; % of control where 0% means no effect; nearly all actives have a fitted effect of over 50% in size
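In this qHTS, compounds that restore growth of yeast expressing TDP-43 appear as activators. Cells (OD600=0.02, galactose medium, raffinose-pregrown) are incubated with compound 24 hr at 30 deg C and growth is quantified by BacTiter-Glo.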
D3 antag: D3 dopamine receptor (human) antagonism | D3R cells, DiscoveRx beta-arrestin luminescence, antagonist mode; stronger effect = lower value | max response, negative = inhibition, % | 360,000 compounds, 2.5% hits | AID 652054; in the data active means max response below about -50%; inconclusive means no clear call, values can overlap the other calls; further: on the % scale 0 is the no-effect control and ±100 the full control effect; mostly tested at two doses, the higher about 12 µM
Target sequence (P35462 whole entry, looked up): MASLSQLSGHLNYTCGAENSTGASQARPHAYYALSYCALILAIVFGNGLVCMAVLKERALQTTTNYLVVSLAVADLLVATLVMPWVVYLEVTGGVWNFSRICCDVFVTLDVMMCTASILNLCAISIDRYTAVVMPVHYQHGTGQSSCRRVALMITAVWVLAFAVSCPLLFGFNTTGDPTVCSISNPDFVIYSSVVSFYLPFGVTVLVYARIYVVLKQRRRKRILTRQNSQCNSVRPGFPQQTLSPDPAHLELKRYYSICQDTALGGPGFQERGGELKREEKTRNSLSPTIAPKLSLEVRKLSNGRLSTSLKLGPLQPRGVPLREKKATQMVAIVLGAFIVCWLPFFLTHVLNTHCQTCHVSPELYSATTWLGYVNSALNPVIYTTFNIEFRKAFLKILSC
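Cells plated overnight at 1500 cells/well, then exposed to library compounds with dopamine controls for 90 minutes at 37 degrees C. DiscoveRx reagent added for 30–60 minutes at room temperature; luminescence read, quantitative HTS format.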
pAkt inh: Akt phosphorylation inhibition; Neuro2A IGF-stimulated pAkt S473 HTRF, 20 min; stronger effect = lower value; activity change, % for hits at 50 µM; AID 651550; 360,000 compounds, 0.32% hits; in the data active means activity change below about -80%; inconclusive means mostly about -51% to -80%; further: on the % scale 0 is the no-effect control and ±100 the full control effect
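Neuro2A cells in DMEM with 0.5% FBS, overnight at 37 deg C, given compound at single 50 µM final, then IGF (6 nM final) for 20 min at 37 deg C. Lysed; phospho-Akt Ser473 by HTRF after 24 h, 665/615 ratio.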
FUS yeast rescue: rescues growth of FUS-expressing yeast. AID 1347120. S. cerevisiae FUS-expressing, growth rescue, OD600, 24 h. 390,000 compounds, 0.24% hits. Potency, µM (series often up to 76.6 µM), without a hit: at the top dose growth rescue (activation), actives largely listed as activators;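 further: potency means the concentration at half of the fitted maximal effect; plate controls were DMSO vehicle for no effect and reference control for full effect; nearly all actives have a fitted effect of over 55% in size; some results filed as inactive show a strong effect at the top dose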
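Yeast expressing FUS under galactose induction, OD 0.005 in 2% galactose medium; compounds in a dilution series, 24 h at 30C. Growth rescue by absorbance at 600 nm; CP55940 positive control, DMSO negative.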
GLP-1R agonist: GLP-1 receptor (human) agonism. HEK293 GLP-1R CRE-luciferase, luminescence, 4-6 h; cells express a hypersensitive GLP-1R form. 380,000 compounds, 0.007% hits. AID 624172. Potency, µM (doses to about 45.6 µM), without a hit: top-dose activation, actives largely listed as activators. P43220; further: potency means the concentration at half of the fitted maximal effect; % of control where 0% means no effect
PTHR1 ag: PTHR1 (human) receptor agonism | Q03431 | HEK293 GP2 PTHR1 cells, GloSensor cAMP luminescence, 1 h | Potency, µM (doses to about 115 µM), inactives show at the top dose activation, most hits filed as activators | 410,000 compounds, 0.075% hits; further: potency means the concentration at half of the fitted maximal effect; nearly all actives have a fitted effect of over 55% in size; some results filed as inactive show a strong effect at the top dose; inactives centre near -15; many of its hits are not listed in these tables
Target sequence (Q03431 whole entry, looked up): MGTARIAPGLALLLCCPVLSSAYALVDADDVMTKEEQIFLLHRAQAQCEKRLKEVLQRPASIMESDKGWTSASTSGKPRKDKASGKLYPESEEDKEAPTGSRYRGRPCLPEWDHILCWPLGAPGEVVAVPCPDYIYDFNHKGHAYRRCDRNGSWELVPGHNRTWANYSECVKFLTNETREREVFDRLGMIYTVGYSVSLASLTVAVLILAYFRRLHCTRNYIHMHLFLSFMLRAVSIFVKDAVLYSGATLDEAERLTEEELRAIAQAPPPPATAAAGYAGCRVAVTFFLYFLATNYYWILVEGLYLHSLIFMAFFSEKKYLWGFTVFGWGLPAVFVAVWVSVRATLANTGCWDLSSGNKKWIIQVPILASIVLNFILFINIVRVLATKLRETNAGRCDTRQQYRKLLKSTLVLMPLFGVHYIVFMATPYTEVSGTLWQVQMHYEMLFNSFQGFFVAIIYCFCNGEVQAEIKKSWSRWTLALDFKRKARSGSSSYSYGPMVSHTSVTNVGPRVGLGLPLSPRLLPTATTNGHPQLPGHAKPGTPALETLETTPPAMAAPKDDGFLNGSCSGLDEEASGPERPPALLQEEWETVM
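HEK-293-derived GP2 cells expressing PTHR1 and a GloSensor cAMP reporter, 3,000/well, plated overnight, given luciferin plus IBMX (each 0.5 mM as added) for 1 h at 37 °C, then compound for 1 h at 37 °C. Luminescence was read after 15 min at room temperature.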
Abeta yeast res: A-beta toxicity reversal in yeast. yeast expressing A-beta42, growth rescue, OD600, 48 h; response scale: 0% DMSO, 100% iron-clioquinol control. Potency, µM (titrated, usually from 46.1 µM), for inactives: top-dose growth rescue, most hits filed as activators. 410,000 compounds, 0.063% hits. AID 1347071; further: potency means the concentration at half of the fitted maximal effect; nearly all actives have a fitted effect of over 55% in size
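Yeast A-beta toxicity model in growth medium with pinned compounds, 48 h at 30 C; growth read as absorbance at 600 nm. Normalized to FeCl3/clioquinol equimolar mix (positive) and DMSO (negative).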
aSyn yeast inh: rescues yeast growth from alpha-synuclein toxicity; Yeast expressing alpha-synuclein, growth rescue, BacTiter-Glo, 24 h; Potency, µM (top dose mostly 46.1 µM), inactives show at the top dose growth rescue (activation), actives largely listed as activators; 370,000 compounds, 0.14% hits; AID 652106; further: potency means the concentration at half of the fitted maximal effect; % of control where 0% means no effect; nearly all actives have a fitted effect of over 65% in size
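Screening used galactose-induced yeast with toxic alpha-synuclein levels, exposed to compound for 24 hr at 30 deg C. Cell growth, read with BacTiter-Glo luminescence, gave the measured signal.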
* = called active by the depositor; i = inactive; ? = inconclusive; · = not tested or not shown; & = joins results of further samples; [ ] = another dose, or the depositor's remark. Unless noted, the call rests on the fitted dose curve; in most records, active means well fitted curve in the direction sought with a large enough effect; inconclusive means small, poorly fitted or top-dose-only effect, or another doubt; inactive means no such curve, though single readings can be large; an effect the other way counts as inactive or inconclusive. Some of the compounds tested; rates above refer to the full screens.

Each structure is followed by: aSyn yeast inh	pAkt inh	GLP-1R agonist	D3 antag	PTHR1 ag	FUS yeast rescue	Abeta yeast res	GLP-1R inv ag	TDP-43 yeast inh
COc1ccc(CN(CCC(c2ccc(F)cc2)C2CCOC(C)(C)C2)C(=O)c2ccco2)cc1 (stereo unspecified)
→ 4%	i	0%	16	-14%	?	14%	?	9%
O=C(COC(=O)c1ccco1)NCCNC(=O)COC(=O)c1ccco1
→ -7%	i	-14%	-4	-16%	18%	6%	4%	3%
Cc1cc(C)cc(C(=O)N2CC(=O)Nc3ccc(C)cc3C2c2ccccc2)c1 (stereo unspecified)
→ ·	·	·	·	-11%	6%	-1%	?	24%
CCCC[C@H](CC(=O)c1ccccc1)[C@@H](OC(C)=O)C(=O)Oc1c(C(C)C)cccc1C(C)C
→ -1%	i	-3%	-20	-8%	-7%	-4%	3.5µM*	7%
Cc1cc(NC(=O)COC(=O)CNS(=O)(=O)c2ccc(C)c(C)c2)no1
→ -3%	i	12%	-3	i	-4%	-12%	6%	-11%
Fc1ccc(-c2noc3ncnc(NCCCN4CCN(c5ccccc5)CC4)c23)cc1
→ ·	·	·	·	-34%[inhibitor]	8%	-7%	?	3%
Cc1c([N+](=O)[O-])c([N+](=O)[O-])nn1CC(=O)NCCc1ccccc1
→ 0%	i	-3%	1	-10%	·	9%	4%	10%
O=C(O)c1ccc(-n2nc(C(F)(F)F)c3c2CCCC3)cc1
→ 10%&29%	i	-1%&1%	3&9	-49%[inhibitor]	-25%&41%	9%&-8%	0%&18%	16µM*
O=C(COC(=O)CN1C(=O)NC2(CCCC2)C1=O)Nc1ccc(C(F)(F)F)cc1[N+](=O)[O-]
→ 3%	i	17%	8	-13%	42%	-7%	17%	-23%
O=C(NCCc1ccc(Cl)cc1)C1=CC=CN2CCS(=O)(=O)N=C12
→ -4%	i	8%	5	i	18%	-21%	9%	-4%
CCn1c(=O)c(C(=O)NCc2ccccn2)c(O)c2ccccc21
→ 16%	i	5%	-1	-25%	-18%	-1%[9.22 µM]	?	-5%
CS(=O)(=O)N1N=C(c2ccccc2)CC1c1ccc2nccnc2c1 (stereo unspecified)
→ 8%	i	22%	0	-1%	·	-6%	?	-11%
O=C(NCCc1c[nH]c2ccccc12)OC1CC2CC1[C@H]1CCCCN1C2=O (stereo partly specified)
→ -2%	i	-6%	0	-17%	-3%	-8%	-10%	21%
COC(=O)COc1ccc(C2NC(=O)NC(c3ccccc3)=C2C(C)=O)cc1Br (stereo unspecified)
→ -1%	i	1%	5	-62%[inhibitor]	11%	7%	-3%	11%
CCC1Sc2ccc(S(=O)(=O)CCC(=O)Nc3ccccc3Cl)cc2NC1=O (stereo unspecified)
→ -5%	i	0%	-3	-3%	0%	1%	?	-2%
CC(=O)c1cccc(NC(=O)NCCc2c[nH]c3ccccc23)c1
→ 2%	i	0%	-12	i	11%	8%	?	-14%
Oc1ccc(N2CCN(C(c3cccnc3)c3nnnn3Cc3ccccc3)CC2)cc1 (stereo unspecified)
→ 0%	i	-1%	56	-18%[57.5 µM]	24%	4%	-2%	-22%
CC1(c2nnc(Cc3ccccc3)o2)CC(c2cccnc2)=NO1 (stereo unspecified)
→ 1%	i	1%	0	-31%[inhibitor]	-1%	-3%	12%	5%
NC(=O)C1CCN(C(=O)CCNS(=O)(=O)c2cc(Br)cnc2N)CC1
→ -1%	i	-2%	-13	i	13%	-9%	6%	-2%
COc1ccc(Br)cc1C1N2CC3(C)CN1CC(C)(C2)C3=O (stereo unspecified)
→ 0%	i	-9%	-17	-6%[57.5 µM]	-10%	7%	?	-10%
Cc1cccc(NC2=Nc3ccccc3N3C2=Nc2c(c(C)nn2-c2ccccc2)C3c2ccc(O)c(O)c2)c1 (stereo unspecified)
→ 2%	i	-20%	?	24%[57.5 µM]	34%	24%	?	?
Cc1ccccc1C(=O)N1CCN(c2ccc([N+](=O)[O-])c(NCc3ccco3)c2)CC1
→ 12%	i	7%	-12	i	23%	15%	4%	-15%
O=C(NCc1cccs1)C1CCN(c2nc3ccccc3o2)CC1
→ 0%	i	2%	0	-43%[inhibitor]	15%	-7%	11%	24%
O=C(Nc1cccc(Cl)c1)c1ccccc1
→ 2%	i	6%	-5	-73%[inhibitor]	-17%	-14%	-27%	-66%[inhibitor]
O=C(CSc1nnc(-c2ccc(O)cc2)o1)Nc1ccccc1
→ 2%	i	6%	-14	i	6%	8%	?	-5%
CCOCCc1nnc(NC(=O)C2CCN(C(=O)c3ccco3)CC2)s1
→ -4%	i	10%	4	i	9%	11%	11%	-8%
Fc1ccc2nc(N3CCCCC3)sc2c1
→ 8%	i	9%	-27	-27%	10%	-2%	-23%	5%
COc1ccc(CNC(=O)C(OC(=O)c2cccs2)C(C)C)cc1 (stereo unspecified)
→ 7%	i	6%	4	i	12%	8%	?	14%
Cc1cc(C(=O)OCC(=O)c2c(N)n(C)c(=O)n(C)c2=O)c(C)n1-c1ccccc1
→ 6%	i	0%	0	-15%[57.5 µM]	-15%	2%	12%	17%
CNNC(=S)Nc1ccc(Cl)cc1
→ -8%	i	6%	-5	-5%	-25%	9%	-23%	13%
O=S(=O)(/N=C(/Nc1nc2ccccc2s1)c1ccccc1)c1ccc(F)cc1
→ 0%	i	3%	2	-42%[inhibitor]	-17%	1%	1%	-15%
CCCCCCCCS(=O)C1CS(=O)(=O)CC1O (stereo unspecified)
→ -3%	i	0%	12	i	-5%	7%	6%	11%
COc1ccc(-c2onc(C)c2C)cc1S(=O)(=O)NCC1CCN(Cc2cc(C)ccc2C)CC1
→ ·	·	·	·	-1%	27%	-4%	6%	4%
Clc1ccc(/C=N/N2CCN(Cc3ccccc3Cl)CC2)cc1
→ 1%	i	8%	-8	-15%	14%	5%	?	-23%
Cc1ccc(N2CC(O)(c3cccs3)[N+]3=C2CCCC3)cc1 (stereo unspecified)
→ -3%	i	1%	?	-18%	15%	-3%	-25%	-2%
CCCCNCC(=O)Nc1ccc(NC(=O)CNCCCC)cc1
→ -3%	i	1%	1	i	32%	-6%	?	-13%
CC(C)(C)Nc1nc(NCc2cccnc2)nc(N2CCOCC2)n1
→ -1%	i	3%	1	-24%	10%	-3%	0%	6%
CCOc1ccc(-c2c(=O)n(OCc3ccccc3Br)c3ccccc3[n+]2[O-])c(OCC)c1
→ -3%	i	7%	9	i	-13%	1%	-8%	5%
COc1cccc(CNC(=O)CNS(=O)(=O)c2ccc(Br)s2)c1
→ 4%	i	4%	14	-24%	7%	-26%	-25%	-8%
COc1ccc(Cl)cc1NC(=O)C/C(C)=N/NC(=O)COc1ccc(C)cc1
→ -1%	i	10%	10	i	-2%	-5%	?	-3%
CC(C)NC(=O)CSc1nnc(-c2ccc3ncccc3c2)n1C
→ -10%	i	4%	-8	i	12%	-3%	9%	0%
COc1ccccc1N1CCN(C(=O)NCc2cccc(C(F)(F)F)c2)CC1
→ 0%	i	15%	-2	i	27%	3%	?	2%
Cc1cccc(N(CC(N)=O)S(C)(=O)=O)c1C
→ 2%	i	-17%	5	-5%[57.5 µM]	-11%	11%	-3%	12%

6 compounds picked at random from those above:
Each structure is followed by: aSyn yeast inh	pAkt inh	GLP-1R agonist	D3 antag	PTHR1 ag	FUS yeast rescue	Abeta yeast res	GLP-1R inv ag	TDP-43 yeast inh
CCCCCCCCS(=O)C1CS(=O)(=O)CC1O (stereo unspecified)
→ -3%	i	0%	12	i	-5%	7%	6%	11%
COc1cccc(CNC(=O)CNS(=O)(=O)c2ccc(Br)s2)c1
→ 4%	i	4%	14	-24%	7%	-26%	-25%	-8%
CCCCNCC(=O)Nc1ccc(NC(=O)CNCCCC)cc1
→ -3%	i	1%	1	i	32%	-6%	?	-13%
Cc1c([N+](=O)[O-])c([N+](=O)[O-])nn1CC(=O)NCCc1ccccc1
→ 0%	i	-3%	1	-10%	·	9%	4%	10%
CC(C)NC(=O)CSc1nnc(-c2ccc3ncccc3c2)n1C
→ -10%	i	4%	-8	i	12%	-3%	9%	0%
CCOc1ccc(-c2c(=O)n(OCc3ccccc3Br)c3ccccc3[n+]2[O-])c(OCC)c1
→ -3%	i	7%	9	i	-13%	1%	-8%	5%
